# Assay outcomes: PubChem, Johns Hopkins Ion Channel Center
# KCNK9 block = inhibitors of human KCNK9 two-pore domain potassium channel; AID 488922; HEK293 KCNK9, FluxOR thallium flux fluorescence; hits give low values; hit rate 1.2% among 310,000; B-score at 10 µM;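 active = ratio B-score over 3 SD below the library mean, with starting fluorescence within 5 SD of its mean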;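 note: negative B-score means less thallium flux so channel inhibition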
# KCNQ1 act = potentiates or activates the human KCNQ1 potassium channel | AID 2648 | B-score at 10 µM | P51787 | hit rate 0.35% among 310,000 | CHO-K1 KCNQ1, thallium flux FluxOR fluorescence; hits give high values;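 active = fluorescence ratio B-score, a plate-corrected score, at least three library SD, with initial intensity B-score within 5 SD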
#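 Assay system: CHO-K1 cells stably expressing KCNQ1. Medium: assay buffer for compound exposure, DMSO matched across wells. Timing: 37 °C overnight plating, 90-min dark dye load, 20-min compound pretreatment. Signal: kinetic FluxOR fluorescence, 10 s baseline plus 110 s post-stimulus.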
# ANO1 block = inhibitors of mouse TMEM16A calcium-activated chloride channel | Q8BHY3 | HEK293 TMEM16A/YFP iodide influx fluorescence, ionomycin | normalized B-score (activity score, 25-100; higher = stronger inhibition) at 10 µM | hit rate 1.2% among 310,000 | AID 588511;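 active = ratio plate-corrected score three or more library SD toward inhibition, starting fluorescence score within five deviations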;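 note: score derived from kinetic fluorescence span divided by baseline fluorescence per well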
# MrgX1 agonist = activates human MrgX1 receptor signaling; Q96LB2; MrgX1-HEK293 cells, Fluo-4 calcium fluorescence, agonist mode; hits give high values; B-score at 10 µM; hit rate 0.44% among 310,000;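 active = calcium response B-score plate-corrected fluorescence ratio at least 3 library SD, with starting fluorescence B-score inside 5 SD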
# Target sequence (Q96LB2 whole entry, looked up): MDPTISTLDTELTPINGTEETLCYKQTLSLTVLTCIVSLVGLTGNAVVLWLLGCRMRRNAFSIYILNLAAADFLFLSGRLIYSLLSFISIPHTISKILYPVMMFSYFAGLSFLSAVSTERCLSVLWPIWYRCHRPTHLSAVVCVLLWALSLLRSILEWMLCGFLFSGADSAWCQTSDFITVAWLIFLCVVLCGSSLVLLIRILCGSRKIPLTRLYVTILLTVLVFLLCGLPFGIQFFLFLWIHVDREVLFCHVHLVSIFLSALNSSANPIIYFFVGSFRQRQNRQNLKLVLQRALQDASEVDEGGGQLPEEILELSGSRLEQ
#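 Assay system: MrgX1-expressing HEK293 cells / Amount: fifteen thousand cells per well / Doses: test compound in the initial addition of three / Timing: cells plated overnight, dye loaded 0.5 h 37 °C, 0.5 h room temperature / Technique: kinetic calcium dye fluorescence, Fluo-4 NW / Control set: positive and negative controls per plate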
# KCNK3 inh = human KCNK3 channel inhibition, primary screen | O14649 | CHO-KCNK3 thallium flux, FluxOR fluorescence; hits give low values | B-score at 10 µM | hit rate 0.84% among 340,000 | AID 602410;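 active = B-score under library mean minus 4 SD, starting fluorescence ratio at most library mean plus 5 SD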;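 note: more negative B-score means stronger inhibition of thallium flux through KCNK3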
# Target sequence (O14649 whole entry, looked up): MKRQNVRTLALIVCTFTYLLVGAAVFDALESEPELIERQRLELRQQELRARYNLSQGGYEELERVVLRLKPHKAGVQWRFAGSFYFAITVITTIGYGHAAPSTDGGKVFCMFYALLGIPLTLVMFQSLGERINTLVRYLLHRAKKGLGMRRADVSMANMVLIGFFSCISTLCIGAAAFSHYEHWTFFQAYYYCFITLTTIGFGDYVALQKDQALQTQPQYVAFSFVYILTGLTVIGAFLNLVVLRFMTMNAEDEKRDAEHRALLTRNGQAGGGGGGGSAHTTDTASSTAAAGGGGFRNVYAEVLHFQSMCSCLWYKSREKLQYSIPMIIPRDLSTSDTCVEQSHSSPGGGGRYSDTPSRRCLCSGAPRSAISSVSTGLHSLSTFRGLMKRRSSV
# KCNQ1 inh = blocks the human KCNQ1 potassium channel | P51787 | CHO-K1 KCNQ1, FluxOR thallium flux fluorescence; hits give high values | B-score at 10 µM | hit rate 1.3% among 310,000 | AID 2642;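 active = compounds whose thallium flux B-score, printed positive for inhibition, exceeds three library SD while starting fluorescence stays within three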;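 note: channel opened by potassium depolarization with thallium stimulus after 20 min compound exposure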
# MrgX1 allo act = allosterically activates human MrgX1 receptor signaling; Q96LB2; MrgX1-HEK293, Fluo-4 calcium flux, FDSS; hits give high values; B-score at 10 µM; hit rate 0.63% among 310,000; AID 588675;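 active = plate-corrected calcium response at least 3 library SD above typical, normal starting fluorescence, not activating the receptor alone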;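 note: compound read alongside a low EC10 to EC30 dose of BAM8-22 agonist; peak minus trough fluorescence over baseline measured at the second addition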
# hERG rescue = hERG (human) protection from proarrhythmic block | activation (rescue from dofetilide block), less the hit threshold, % at 10 µM | Q12809 | hit rate 0.51% among 310,000 | AID 1511 | CHO-hERG, FluxOR thallium flux, dofetilide IC70 present;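 active = activation above the mean of controls blocked by dofetilide plus 5 SD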;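 note: thallium influx through hERG after potassium depolarization seen as dye fluorescence rise; in these data hits start at about 4.7%; inactives centre near -7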
# ANO1 activ = mouse TMEM16A channel activation, primary screen; Q8BHY3; HEK293 TMEM16A/YFP-H148Q/I152L, iodide quench fluorescence; hits give low values; B-score at 10 µM; hit rate 0.3% among 340,000; AID 623877;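 active = fluorescence-ratio B-score plate-corrected deviation score at least 3 library SD below zero, with starting fluorescence score within 5 deviations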;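 note: channel opened by trigger with iodide after compound preincubation; score built on the fluorescence ratio of max minus min over baseline; more negative score means more quench and so TMEM16A activation or potentiation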
# RGS4 inh = inhibitors of human RGS4 | B-score at 10 µM | P49798 | AID 463165 | HEK293 M3R/RGS4 inducible, Fluo-4 calcium flux; hits give high values; triggered by carbachol at its EC20 | hit rate 0.45% among 310,000;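 active = B-score, a plate-corrected calcium signal, over three deviations above library mean, with baseline fluorescence within five deviations of library mean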;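 note: RGS4 expression induced by doxycycline in cells with stable M3 receptor; B-score is computed from the integrated fluorescence ratio over baseline after carbachol; higher B-score means a larger calcium signal and so more RGS4 inhibition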
# Target sequence (P49798 whole entry, looked up): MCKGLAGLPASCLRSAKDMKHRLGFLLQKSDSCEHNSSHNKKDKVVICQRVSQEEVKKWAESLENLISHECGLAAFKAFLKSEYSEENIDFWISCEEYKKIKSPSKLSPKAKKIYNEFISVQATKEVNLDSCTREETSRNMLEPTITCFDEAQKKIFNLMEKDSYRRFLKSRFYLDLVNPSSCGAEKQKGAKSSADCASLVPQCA
# RGS4 act = potentiators or activators of RGS4; HEK293 M3R/inducible RGS4, carbachol calcium flux Fluo4; hits give low values; B-score at 10 µM; hit rate 0.92% among 310,000; AID 463111;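 active = B-score of the integrated calcium signal more than 4 SD below the library mean, with starting fluorescence not abnormally high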;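 note: negative B-score means reduced calcium response which marks RGS4 activation or potentiation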
#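 Material: M3R-expressing HEK293 line, RGS4 induced by doxycycline | Schedule: Overnight RGS4 induction, 30 min dye load 37 °C, 20 min compound RT | Measured by: Fluo4 fluorescence kinetic imaging of calcium | Read-out: Integrated calcium ratio converted to B score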
# Starred values were filed as active, the others as inactive; i = inactive.
SMILES,KCNK9 block,KCNQ1 act,ANO1 block,MrgX1 agonist,KCNK3 inh,KCNQ1 inh,MrgX1 allo act,hERG rescue,ANO1 activ,RGS4 inh,RGS4 act
O=C(Nc1ccccc1)Nc1nnc(-c2ccccc2)s1,i,i,i,i,i,i,i,-7.9,i,i,i
O=C(c1ccc(COc2c(F)c(F)c(F)c(F)c2F)o1)N1CCOCC1,i,i,i,i,i,i,i,-1.8,i,i,i
NS(=O)(=O)c1ccc(NC(=O)COC(=O)c2ccc3c(c2)OCCO3)cc1,i,i,i,i,i,i,i,-2.7,i,i,i
COc1ccccc1C(=O)Nc1c2c(nn1-c1ccc([N+](=O)[O-])cc1)CS(=O)(=O)C2,i,i,i,i,i,i,i,-8.3,i,i,i
CCCCNC(=O)N(O)C1N(/N=C/c2cccs2)C(=S)SC1(C)C (stereo not drawn),i,i,i,i,i,i,i,-5.6,i,i,i
CC12COC3(C(=O)Nc4ccccc4)CC1CCC32C (stereo not drawn),i,i,i,i,i,i,9.68*,-7.1,i,i,i
COc1cccc(NC(=O)CN(C)C(=O)c2cccnc2Sc2ccc(C)c(C)c2)c1,i,i,i,i,i,i,i,-12.4,i,i,i
N#Cc1cc2c(nc1SCc1ccc(Cl)nc1)CCCCC2,-6.98*,i,i,i,-11.4*,i,i,-14.3,i,i,i
O=C(O)CCCNC(=O)c1ccccn1,i,i,i,i,i,i,i,-4.8,i,i,i
CCOC(=O)c1nc(Nc2ccc(OC)cc2)c2ccccc2n1,i,i,i,i,i,i,i,-4.5,i,i,i
O=S(=O)(NC1CCCCC1NS(=O)(=O)c1ccc(F)cc1)c1ccc(F)cc1 (stereo not drawn),i,i,i,i,i,i,i,-3.1,i,i,i
CC[C@@H](NS(=O)(=O)c1ccc(C)cc1)C(=O)Oc1ccc2c3c(c(=O)oc2c1)CCC3,i,i,i,i,i,i,i,-8.4,i,i,i
N#Cc1ccc(COc2ccc(CCO)cc2-n2nc3ccccc3n2)cc1,i,i,i,i,i,i,i,-11.4,i,i,i
CC(=O)c1cccc(CN2CCCC(C(=O)Nc3ccc(-c4ccco4)cc3)C2)c1 (stereo not drawn),i,i,i,i,i,i,i,-28.3,i,i,i
CCn1c2ccccc2c2cc(N=C3SC(CC(=O)Nc4ccccc4OC)C(=O)N3C)ccc21 (stereo not drawn),i,i,i,i,i,i,i,0.2,i,i,i
CCOc1cc(CNn2cnnc2)cc(Br)c1OCC(=O)NC1CCCCC1,i,i,i,i,i,i,i,-6.3,i,i,i
Cc1c(NC(=O)C(C)OC(=O)c2c3c(nc4ccccc24)CCC3)c(=O)n(-c2ccccc2)n1C (stereo not drawn),i,i,i,i,i,i,i,-8.4,i,i,i
CC(C)(C)C(=O)Nc1ccc(C(=O)Nc2cc(NC(=O)c3ccc(NC(=O)C(C)(C)C)cc3)cc(C(=O)O)c2)cc1,i,i,i,i,i,i,i,-8.5,i,i,i
N#Cc1c(N)n(-c2ccc(O)cc2)c2nc3ccccc3nc12,i,i,i,i,i,i,i,-12.5,i,i,i
CCOC(=O)C1(C(C)(C)CC)CC(CSc2nc3ccccc3[nH]2)OC1=O (stereo not drawn),i,i,i,i,i,i,i,-15.6,i,i,i
O=C(CCC(=O)N1CCN(c2ccccc2F)CC1)c1ccc(F)cc1,i,i,i,i,i,i,i,-17.2,i,i,i
O=C(C1=C[C@@H](c2ccc(C(F)(F)F)cc2)C[C@@H](OCCCCO)O1)N1CCOCC1,i,i,i,i,i,i,i,-4.9,i,i,i
COCCN(Cc1cc2cc(C)ccc2n2nnnc12)C(=S)Nc1ccc(C)cc1,i,i,i,i,i,i,i,-0.5,i,i,i
CCOc1ccc(NCC(=O)c2ccc(C)cc2)cc1,i,i,i,i,i,i,i,-5.8,i,i,i
CCOc1ccc(OCCCC(=O)O)cc1,i,i,i,i,i,i,i,-9.4,i,i,i
O=C(NCc1ccc(F)cc1)C1CCC(CNc2c(N3CCOCC3)c(=O)c2=O)CC1 (stereo not drawn),i,i,i,i,i,i,i,-10.7,i,i,i
COCC(C)NC(=O)c1nn(Cc2ccccc2)c(=O)c2ccccc12 (stereo not drawn),i,i,i,i,i,i,i,-10.2,i,i,i
O=C(NCc1cccs1)C1CCCN(S(=O)(=O)c2cccs2)C1 (stereo not drawn),i,i,i,i,i,i,i,-4.3,i,i,i
Cc1ccc(OCC(=O)Nc2ccc(S(=O)(=O)N3CCCC3)cc2)cc1,i,i,i,i,i,i,i,-6.6,i,i,i
CCOc1ccc(NC(=O)CN(C)C(=O)c2ccc(NC3CC3)c([N+](=O)[O-])c2)cc1OCC,i,i,i,i,i,i,i,-14.4,i,i,i
OC(COCC1COc2ccccc2O1)CN1CCN(c2ccccc2)CC1 (stereo not drawn),i,i,i,i,i,i,i,-3.2,i,i,i
CC(=O)Nc1ccc(S(=O)(=O)NC2(C(F)(F)F)NC(=O)N(C3CCCC3)C2=O)cc1 (stereo not drawn),i,i,i,i,i,i,i,-17.1,i,i,i
CCOC(=O)c1sc(-c2cccc(C(F)(F)F)c2)nc1O,i,i,i,i,i,i,i,-1.5,i,i,i
CCCc1cc(=O)[nH]c(SCC(=O)N(CCOC)c2c(N)n(Cc3ccccc3)c(=O)[nH]c2=O)n1,i,i,i,i,i,i,i,-4.4,i,i,i
N#C/C(=C\c1ccc(Cl)cc1)C(=O)NC1CC1,i,i,i,i,i,i,i,-8.8,i,i,i
Nc1ncc(-c2nnnn2-c2ccc(Cl)cc2)c(-c2ccc(Cl)cc2)n1,i,i,i,i,i,i,i,-15.7,i,i,i
CN1CCCN(C(=O)c2cccc(Cl)c2)CC1,i,i,i,i,i,i,i,-4.2,i,i,i
COc1ccc(OCCC(=O)OCc2c(C)noc2C)cc1,i,i,i,i,i,i,i,-6.6,i,i,i
CCC(=O)OCc1cc2cccc(C)c2[nH]c1=O,i,i,i,i,i,i,i,1.9,i,i,i
CC(=O)Nc1ccc(OCC(O)Cn2cccn2)cc1 (stereo not drawn),i,i,i,i,i,i,i,-6.3,i,i,i
CCOc1ccc(C(=O)NCC(c2ccco2)N2CCc3ccccc3C2)cc1 (stereo not drawn),i,i,i,i,i,i,i,-13.7,i,i,i
C[C@H](NC(=O)[C@@H]1Cc2ccccc2CN1)C(=O)NC1CCCCC1,i,i,i,i,i,i,i,-6.2,i,i,i
Clc1ccc2oc(-c3ccccc3)nc2c1,i,i,i,i,i,i,i,-12.1,i,i,i
CCOc1ccc(Oc2nc(NCC(C)C)nc(N(C)C)n2)nn1,i,i,i,i,i,i,i,-3.4,i,i,i
Cc1cc(C(=O)N2CCc3ccccc32)n(-c2ccccc2)n1,i,i,i,i,i,i,i,-6.9,i,i,i
Cc1ccc(C)c(S(=O)(=O)Nc2nc(C)c(C(=O)Nc3ccccc3)s2)c1,i,i,i,i,i,i,i,-14.2,i,i,i
O=C(Nc1cccc(O)c1)N1CCOCC1,i,i,i,i,i,i,i,-3.3,i,i,i
C=CCNC(=O)C1=NOC(CNC(=O)c2c(-c3ccccc3Cl)noc2C)C1 (stereo not drawn),i,i,i,i,i,i,i,-3.9,i,i,i
Cc1nc2c(ccc3c([N+](=O)[O-])cccc32)c(C)c1C,i,i,i,i,i,i,i,-8.6,i,i,i
O=C1c2ccccc2S(=O)(=O)N1CC(O)Cn1c2ccccc2c2ccccc21 (stereo not drawn),-10.9*,i,i,i,i,i,i,-10.2,i,i,i
CCOC(=O)c1cc2cc3ccccc3cc2oc1=O,i,i,i,i,i,i,i,-10.1,i,i,i
N#Cc1cc(-c2ccccc2)cnc1Cl,i,i,i,i,i,i,i,-5.6,i,i,i
COc1ccccc1CN1C2CCCC1CC(NC(=O)/C=C/c1ccccc1)C2 (stereo not drawn),i,i,i,i,i,i,i,-10.6,i,i,i
FC(F)(F)c1ccc2c(c1)nc1n2CCCC1,i,i,i,i,i,i,i,-8.3,i,i,i
COc1ccccc1OCCCCN1CCN(C(c2ccccc2)c2ccccc2)CC1,i,i,i,i,i,i,i,-14.0,i,i,-8.11*
Cc1nc2ccc(S(=O)(=O)NC(C(=O)NCc3cccs3)C(C)C)cc2s1 (stereo not drawn),i,i,i,i,i,i,i,1.8,i,i,i
Oc1c(Cl)cccc1C=Nc1cc(C(F)(F)F)ccc1N1CCCC1,i,i,i,i,i,i,i,-4.7,i,i,i
CCOC(=O)N1CCN(S(=O)(=O)/C=C/c2ccccc2)CC1,i,i,i,i,i,i,i,-10.7,i,i,i
Cc1cn2c(=O)c(C(=O)NCc3ccc4c(c3)OCO4)cnc2s1,i,i,i,i,i,i,i,-5.5,i,i,i
CCSc1nnc(NC(=O)CSC2=NN3CCCC(=O)N=C3S2)s1,i,i,i,i,i,i,i,-17.6,i,i,i

# The list goes on:
SMILES,KCNK9 block,KCNQ1 act,ANO1 block,MrgX1 agonist,KCNK3 inh,KCNQ1 inh,MrgX1 allo act,hERG rescue,ANO1 activ,RGS4 inh,RGS4 act
S=C(Nc1ccccc1Cl)N1CCCC1,i,i,i,i,i,i,i,-5.0,i,i,i
O=C(NCc1ccncc1)c1nnc(Cc2c(F)cccc2Cl)o1,i,i,i,i,i,i,i,-14.4,i,i,i
CC(=O)Nc1ccc2c(c1)nc(CCN1CCOCC1)n2C,i,i,i,i,i,i,i,-2.0,i,i,i
CCc1nc2scc(-c3cccs3)c2c(=O)o1,i,i,i,i,i,i,i,-2.0,i,i,i
CCCC1CCC(c2ccc(OCC)cc2)=CC1=O (stereo not drawn),i,i,i,i,i,i,i,-3.2,i,i,i
CC1(C)CC(=O)c2ccc(OCc3ccc([N+](=O)[O-])cc3)cc2O1,i,i,i,i,i,i,i,-5.2,i,i,i
COc1cc(CNc2ccc3[nH]c(=O)[nH]c3c2)cc(Br)c1OCC(=O)NC(C)(C)C,i,i,i,i,i,i,i,-9.0,i,i,i
